Source: PubChem BioAssay (several laboratories)
ERb SRC1 inh – blocks coactivator binding to human estrogen receptor beta | Q92731 | inhibition, % at 25.6 µM | AID 633 | 86,000 tested, 1.3% active | TR-FRET ER-beta LBD / SRC1-Cy5 peptide binding; receptor agonist-loaded with 1 µM estradiol;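 active means compounds whose percent inhibition of the receptor-coactivator binding signal exceeds about 50% in the single-dose screen, limit read from the data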;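 further: 0% = receptor plus peptide wells without compound and 100% = peptide-only wells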
Target sequence (Q92731 whole entry, looked up, the tested form may be a part): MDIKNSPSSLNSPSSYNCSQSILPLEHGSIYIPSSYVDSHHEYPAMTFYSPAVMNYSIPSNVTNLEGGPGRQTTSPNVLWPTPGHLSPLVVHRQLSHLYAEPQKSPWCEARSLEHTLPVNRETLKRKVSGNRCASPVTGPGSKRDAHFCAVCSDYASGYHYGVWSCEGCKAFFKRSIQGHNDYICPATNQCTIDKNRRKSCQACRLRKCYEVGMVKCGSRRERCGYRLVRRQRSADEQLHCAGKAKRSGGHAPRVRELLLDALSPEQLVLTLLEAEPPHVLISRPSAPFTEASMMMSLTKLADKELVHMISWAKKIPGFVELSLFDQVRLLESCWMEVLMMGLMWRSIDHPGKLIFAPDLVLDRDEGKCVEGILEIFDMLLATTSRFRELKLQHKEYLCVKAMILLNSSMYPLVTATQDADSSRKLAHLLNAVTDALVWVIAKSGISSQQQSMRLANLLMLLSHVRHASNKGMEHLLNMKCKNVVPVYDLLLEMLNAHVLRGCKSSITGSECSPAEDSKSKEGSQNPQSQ
PLAP act – activators of human placental alkaline phosphatase. 96,000 tested, 1.2% active. activation fold at 20 µM. P05187. purified PLAP enzyme, luminescent substrate read-out; stronger effect = higher value; in the data active means activation fold above about 2
Target sequence (P05187 whole entry, looked up): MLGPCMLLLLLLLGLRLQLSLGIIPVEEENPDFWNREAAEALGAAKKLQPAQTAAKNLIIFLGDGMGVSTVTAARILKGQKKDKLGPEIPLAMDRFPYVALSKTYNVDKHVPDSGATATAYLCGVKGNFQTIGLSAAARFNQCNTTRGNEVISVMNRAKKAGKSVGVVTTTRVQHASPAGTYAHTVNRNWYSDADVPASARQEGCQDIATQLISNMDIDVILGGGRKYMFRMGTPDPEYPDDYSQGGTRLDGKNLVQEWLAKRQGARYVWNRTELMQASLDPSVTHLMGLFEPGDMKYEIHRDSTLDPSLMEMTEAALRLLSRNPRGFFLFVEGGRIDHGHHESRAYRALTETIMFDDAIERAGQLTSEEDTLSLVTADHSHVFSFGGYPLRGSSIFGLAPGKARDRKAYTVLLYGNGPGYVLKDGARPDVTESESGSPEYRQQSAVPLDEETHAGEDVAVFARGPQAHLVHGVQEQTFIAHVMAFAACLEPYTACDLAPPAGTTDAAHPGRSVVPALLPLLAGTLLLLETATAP
ERa coact inh – blocks coactivator binding to human estrogen receptor alpha. P03372. TR-FRET ER-alpha LBD / SRC-1 peptide, estradiol-bound. inhibition, % at 25.6 µM. 86,000 tested, 1.7% active. AID 629; in the data active means inhibition above about 50%;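 further: 0% = receptor plus peptide control and 100% = peptide only without receptor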
FAK blocker – FAK (human) kinase inhibition; Q05397; biochemical FAK kinase activity assay; inhibition, %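 (tested at 7 µM)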; 97,000 tested, 0.84% active; in the data active means inhibition above about 19%;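 further: 0% = DMSO and 100% = reference compound high control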
E coli WT exp – growth inhibitors of E. coli BW25113 wild type | growth inhibition, % at 100 µM | 98,000 tested, 0.15% active | OD600 absorbance;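 active means growth inhibition above about 50% at one test dose, limit read from the data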;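 further: growth measured after 20 h incubation at 37 °C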
CD11b adhes inh – blocks human CD11b/CD18 adhesion to fibrinogen | P05107+P11215 | K562 CD11b/CD18 adhesion to fibrinogen, ATPlite luminescence; Mn2+ added to activate the integrin | 93,000 tested, 0.54% active | inhibition, % at 10 µM | AID 1497;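 active means primary inhibition of 50% or more at 10 µM, then 40% or more on retest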; further: some results filed as inactive read as strong as hits
ERa coact pot – enhances coactivator binding to human estrogen receptor alpha | P03372 | TR-FRET ERalpha-LBD/SRC-Cy5 coactivator binding, 2 h; 100 = basal binding, no effect | coactivator binding (% of control), % at 25.6 µM | 86,000 tested, 1.3% active; in the data active means activity above about 200%;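 further: binding measured in presence of low estradiol as agonist stimulus; 0% = peptide alone without receptor and 100% = receptor with peptide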
Mac1 fbg enh – increases human CD11b/CD18 adhesion to fibrinogen; K562 CD11b/CD18 adhesion to fibrinogen, ATPlite luminescence; AID 1499; 93,000 tested, 0.07% active; P05107+P11215; activation, % at 10 µM;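 active means 10 µM primary screen giving 50% or more activity, confirmed by 40% or more on retest at that dose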; further: strong numbers were not always called active; reference of the scale not given here
MT1-MMP txn act – MT1-MMP promoter transcription activation; activation factor at 10 µM; HT1080 MT1-MMP promoter luciferase reporter, luminescence, overnight; stronger effect = higher value; 86,000 tested, 0.16% active; AID 750;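 active means activation factor of at least 2 for MT1-MMP transcription at 10 µM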
The depositor's hits bear a star; . = no result given; [ ] = dose if it differs, or a comment.

1. COc1ccc(OC)c(NS(=O)(=O)Cc2ccccc2)c1
2. CCOC(=O)C(C(=O)OCC)N(C#N)c1nc(OC)nc(N(C)C)n1
3. COCCNC(=O)C1CC(c2ccc([N+](=O)[O-])cc2)=NO1 (stereo unspecified)
4. O=S(=O)(NCC1CCCO1)c1ccc(S(=O)(=O)N(Cc2ccc(F)cc2)C2CCCCC2)cc1 (stereo unspecified)
5. Cc1ccc(SCc2nnc(N)s2)cc1
6. CCOC(=O)N1CCN(C2OC(=O)c3ccccc32)CC1 (stereo unspecified)
7. CCNC(=O)CN1C(=O)NC2(CCCCCC2)C1=O
8. CC1(C)Cc2c(sc3nc4n(c(=N)c23)CCC4)CO1

Compound	1	2	3	4	5	6	7	8
ERb SRC1 inh	.	1.4[fluorescence artefact?]	.	-0.3[fluorescence artefact?]	0.1	-6.6	-11.3	2.4
PLAP act	1.2	0.8	1	.	.	0.9	0.9	1.1
ERa coact inh	.	5.7[fluorescence artefact?]	.	-21.4	0.5	-8.1	-3.9	0.5
FAK blocker	45.7*	-2.1	7.1	-0.5	-0.6	-2.5	0.4	-9.2
E coli WT exp	-4.0	3.0	-3.0	.	7.0	3.0	0.0	6.0
CD11b adhes inh	-13.4	6.3	-19.6	.	.	-10.4	-8.7	-25.6
ERa coact pot	.	95.1	.	129.1	118.5	117.0	109.7[fluorescence artefact?]	113.5
Mac1 fbg enh	51.5	5.8	-2.5	.	.	-2.9	-3.3	3.1
MT1-MMP txn act	0.9	.	.	1.2	1.1	1.1	1.1	1.1

9. Cc1cccc(N2CCN(C(=O)C(NS(=O)(=O)c3cccs3)c3ccccc3)CC2)c1C (stereo unspecified)
10. Cc1ccccc1S(=O)(=O)Cc1ccc(C(=O)NCCN2CCN(Cc3ccccc3)CC2)o1
11. Nc1cccc(C(=O)O)c1
12. CCOc1cc(C2C(C(=O)N3CCOCC3)=C(C)NC3=C2C(=O)CCC3)ccc1O (stereo unspecified)
13. Cc1ccn(C(=O)c2cc3c(C)nn(-c4ccccc4)c3s2)n1
14. CN1C2C=C3C(C#N)=C(N)C(C#N)(C#N)C(c4ccc(Br)cc4)C3C1CC2 (stereo unspecified)
15. O=C(Nc1cccnc1N1CCOCC1)c1ccco1
16. NC(=O)c1ccccc1N/C=C/C(=O)c1ccc(Cl)cc1

Compound	9	10	11	12	13	14	15	16
ERb SRC1 inh	-32.8	.	-1.5	-2.2[fluorescence artefact?]	14.2	2.9	-24.4[fluorescence artefact?]	-8.5
PLAP act	1.7	1.7	.	1	1	.	0.9	1
ERa coact inh	-0.6	.	-4.3	5.5[fluorescence artefact?]	15.4	9.2	-19.0	-6.3
FAK blocker	-0.5	.	.	-0.1	1.6	-0.2	-1.9	4.5
E coli WT exp	-8.0	-2.0	.	-1.0	-3.0	.	-3.0	-13.0
CD11b adhes inh	8.8	-12.5	.	-18.3	.	.	-47.6	-20.4
ERa coact pot	110.6	.	98.5	111.6	134.7	99.7	100.8	90.2
Mac1 fbg enh	5.2	12.6	.	-0.1	.	.	-1.6	-1.9
MT1-MMP txn act	1.3	.	1.2	1.1	1.1	1.4	1.1	1

17. CCOC(=O)c1cn2c3c(c(F)c(F)cc3c1=O)SC(N1CCOCC1)=N2
18. CCOC(=O)c1[nH]c(C)c(C(=O)N2CCOCC2)c1C
19. COc1ccc(CCNC(=O)c2cnn(-c3ccc(C)c(C)c3)c2NC(=O)c2ccco2)cc1OC
20. COc1ccc(CCNC(=O)CN(c2ccccc2)S(C)(=O)=O)cc1OC
21. COc1ccc(Cl)cc1NC(=O)CSc1nnc(Cc2cccn2C)n1-c1ccc(F)cc1
22. CCCC(=O)Nc1ccc(Cl)c(NC(=O)c2ccc(Br)o2)c1
23. Cc1ccc2cc(CN(CCCO)S(=O)(=O)c3cccc4nsnc34)c(=O)[nH]c2c1C
24. COC(=O)c1sc(=S)n(-c2cc(F)ccc2F)c1N

Compound	17	18	19	20	21	22	23	24
ERb SRC1 inh	-7.0[fluorescence artefact?]	-1.5	-6.2	5.0	3.7	-22.9[fluorescence artefact?]	-3.3	0.9
PLAP act	.	0.9	1.3	1.4	1.4	1	1.5	0.9
ERa coact inh	-12.1	-2.0	8.9	20.3	0.7	-23.9	-5.9[fluorescence artefact?]	17.0
FAK blocker	-0.9	-8.9	5.6	0.9	.	-0.2	1.7	-0.8
E coli WT exp	.	6.0	-14.0	-3.0	-2.0	-3.0	-6.0	7.0
CD11b adhes inh	.	-17.1	-14.4	4.3	10.2	4.5	-7.3	.
ERa coact pot	120.5	111.5	110.2	76.4	88.1	112.9	116.1	78.6
Mac1 fbg enh	.	0.5	1.2	5.6	6.0	1.7	1.9	.
MT1-MMP txn act	1.4	1.2	1.2	1	1.1	0.9	1.2	1.2

25. CCCC(C)NC(=O)C1CCN(S(=O)(=O)c2ccccc2)CC1 (stereo unspecified)
26. CSc1ncccc1C(=O)OCc1ccc(COC(=O)c2cccnc2SC)cc1
27. Cc1nc2ccc(NC(=O)c3cc(S(=O)(=O)N4CCOCC4)ccc3C)cc2s1
28. Cc1cc(C)n2nc(C(=O)Nc3cccnc3)nc2n1
29. CCCC(=O)NC(C)c1nc2ccccc2n1CC (stereo unspecified)
30. O=C1CN(CC(=O)Nc2ccc(Cl)cc2)CCN1
31. COc1ccc(N2CCN(c3oc(COc4ccccc4Cl)nc3C#N)CC2)cc1
32. Cc1ccc(CNC(=O)C2CCCN(c3nc4ccccc4o3)C2)cc1 (stereo unspecified)

Compound	25	26	27	28	29	30	31	32
ERb SRC1 inh	-4.8	.	15.1[fluorescence artefact?]	1.8[fluorescence artefact?]	-10.8[fluorescence artefact?]	-0.5	5.1[fluorescence artefact?]	49.4[fluorescence artefact?]
PLAP act	1.1	1	1.2	1.1	1	0.9	1.2	.
ERa coact inh	-1.1	.	5.2[fluorescence artefact?]	-1.8	81.6*[fluorescence artefact?]	4.0	-7.2	-11.8[fluorescence artefact?]
FAK blocker	1.1	-2.3	-1.7	-1.4	1.4	-2.8	.	.
E coli WT exp	-5.0	-19.0	10.0	1.0	-1.0	1.0	-36.0	.
CD11b adhes inh	-1.3	-7.8	-35.3	9.9	-2.3	-2.1	-1.0	.
ERa coact pot	107.4	.	124.2[fluorescence artefact?]	112.8	98.4[fluorescence artefact?]	105.7	104.2	114.1[fluorescence artefact?]
Mac1 fbg enh	-3.4	-3.0	2.1	1.1	-5.2	-1.7	1.6	.
MT1-MMP txn act	1	.	1.2	1.2	1.1	1.2	1.2	1.1

33. CCN(CC)C(=O)C1CCCN(Cc2ccccc2C(F)(F)F)C1 (stereo unspecified)
34. CCc1ccc2[nH]c(=O)c(C(c3nnnn3CC3CCCO3)N3CCCc4ccccc43)cc2c1 (stereo unspecified)
35. COc1ccc(OC)c(C2CC(=O)Nc3cc(OC)c(OC)c(OC)c32)c1 (stereo unspecified)
36. O=C(N1CCCC1)N1CCN(c2ncnc3c(-c4ccc(Cl)cc4)nsc23)CC1
37. COc1ccc(CNc2nc(-c3ccccc3)nn2C(=O)c2cccs2)cc1
38. O=C(N/N=C/c1ccc(Sc2ccccn2)o1)c1cc2ccccc2cc1O
39. O=C(c1cnn2cccnc12)N1CCN(c2ccccc2)CC1
40. COc1ccc(CNn2c(C)nc3ccccc3c2=O)cc1

Compound	33	34	35	36	37	38	39	40
ERb SRC1 inh	-0.7	10.8	-9.5	-2.1	-0.3	.	-2.9	11.2
PLAP act	1.6	1.7	0.9	1	1	1.5	0.9	1.1
ERa coact inh	-11.5	12.4	-13.4	-36.3[fluorescence artefact?]	0.4	.	-23.0	6.8
FAK blocker	.	.	0.9	.	0.3	2.9	-0.2	6.4
E coli WT exp	-3.0	-17.0	-1.0	.	-12.0	-16.0	7.0	1.0
CD11b adhes inh	.	-17.1	2.4	-21.0	2.7	-10.2	-28.5	.
ERa coact pot	96.9	79.5[fluorescence artefact?]	126.6	100.8	112.5	.	107.0	82.3
Mac1 fbg enh	.	0.9	0.0	0.3	-1.0	2.4	12.5	.
MT1-MMP txn act	1.1	1.2	.	1.3	.	.	1.2	1.2

41. Cc1ccc(C)c(N2CCN(C(=O)c3ccc(NS(=O)(=O)c4c(C)noc4C)cc3)CC2)c1
42. COc1ccc(C2CC(c3c(O)cc(C)oc3=O)=NCCS2)c(OC)c1 (stereo unspecified)
43. COc1ccccc1-n1c(SCC(N)=O)nnc1-c1ccc(S(=O)(=O)N2CCCCC2)cc1
44. Cc1cccc(-c2noc(CN(C(=O)C(c3ccccc3)c3ccccc3)C(C)C)n2)c1
45. O=C(N/C=C\c1ccccc1)NCc1ccc(Cl)cc1
46. Cc1cc(-c2ccccc2)c2c3c(cn2n1)c(=O)n(C)c(=O)n3C
47. O=C(Cc1ccccc1)NCCn1ccc2ccccc21
48. CCOC(=O)c1c(C)[nH]c(C(=O)Cn2nnc(-c3ccccc3)n2)c1C

Compound	41	42	43	44	45	46	47	48
ERb SRC1 inh	.	-6.2[fluorescence artefact?]	-2.7	-5.6	.	1.2[fluorescence artefact?]	-6.0	-2.9
PLAP act	1.3	1.3	1.4	1.3	0.9	0.8	0.9	0.9
ERa coact inh	.	5.2[fluorescence artefact?]	-4.1	-4.0	.	-7.3[fluorescence artefact?]	6.3	-3.5
FAK blocker	-2.0	.	1.6	0.5	-3.7	9.0	.	.
E coli WT exp	-18.0	0.0	5.0	-20.0	9.0	-2.0	-2.0	-11.0
CD11b adhes inh	10.1	13.2	-2.9	19.7	-4.4	-26.9	-58.0	-19.5
ERa coact pot	.	109.3	108.2	93.6	.	104.4[fluorescence artefact?]	95.8[fluorescence artefact?]	118.5[fluorescence artefact?]
Mac1 fbg enh	0.6	1.2	-1.1	-3.1	-2.1	-3.8	0.8	-1.2
MT1-MMP txn act	1.1	0.9	1.2	.	.	1.2	1.1	1.1

49. O=C(c1cc2nc3c(c(C(F)(F)F)n2n1)CCc1ccccc1-3)N1CCN2CCCC2C1 (stereo unspecified)
50. COc1ccc(CC(=O)N2CCN=C2SC)cc1
51. CNC(=O)C(Sc1ccccc1)c1ccccc1 (stereo unspecified)
52. CC1CN(C(=O)c2cc(F)c(F)cc2Cl)CC(C)O1 (stereo unspecified)
53. COc1ccc(CN(C(=O)c2cnccn2)C(C(=O)Nc2ccc(F)cc2)c2ccccc2)cc1 (stereo unspecified)
54. CN(C)S(=O)(=O)N1CCN(CC(O)COc2ccc(C(=O)c3ccccc3)cc2)CC1 (stereo unspecified)
55. CC(C)CCn1cnc2c(cnn2-c2ccc(Cl)cc2)c1=O
56. COc1cc(CC(=O)Nc2nccs2)cc(OC)c1OC
57. O=C(CSc1ccccn1)Nc1ccc(Br)cn1

Compound	49	50	51	52	53	54	55	56	57
ERb SRC1 inh	-6.2	-9.3	21.7[fluorescence artefact?]	-3.2[fluorescence artefact?]	9.7	-6.9	0.3	-1.7	0.5
PLAP act	.	0.9	0.9	.	.	1.4	0.9	1.2	0.8
ERa coact inh	-9.7	-1.3	18.5	-10.0	0.6	-2.6	-0.2	-7.5	29.9
FAK blocker	.	0.6	.	-2.3	-1.6	1.6	3.3	.	1.4
E coli WT exp	.	3.0	-1.0	.	.	1.0	1.0	8.0	7.0
CD11b adhes inh	.	-4.8	-12.0	.	.	49.7	-1.1	13.8	-1.7
ERa coact pot	116.8	135.1[fluorescence artefact?]	108.0[fluorescence artefact?]	99.9	106.0	94.6	117.6	105.7	87.6
Mac1 fbg enh	.	0.3	1.3	.	.	-8.0	-1.7	-1.6	3.1
MT1-MMP txn act	1	1.2	1.2	1.1	1.4	1.1	1.2	1	1.1

Three records drawn at random from the list so far, as already listed:
52. CC1CN(C(=O)c2cc(F)c(F)cc2Cl)CC(C)O1 (stereo unspecified)
56. COc1cc(CC(=O)Nc2nccs2)cc(OC)c1OC
51. CNC(=O)C(Sc1ccccc1)c1ccccc1 (stereo unspecified)

Compound	52	56	51
ERb SRC1 inh	-3.2[fluorescence artefact?]	-1.7	21.7[fluorescence artefact?]
PLAP act	.	1.2	0.9
ERa coact inh	-10.0	-7.5	18.5
FAK blocker	-2.3	.	.
E coli WT exp	.	8.0	-1.0
CD11b adhes inh	.	13.8	-12.0
ERa coact pot	99.9	105.7	108.0[fluorescence artefact?]
Mac1 fbg enh	.	-1.6	1.3
MT1-MMP txn act	1.1	1	1.2
